Screening results from PubChem BioAssay.
NS5 inhibitors = Dengue-2 NS5 methyltransferase inhibitors, primary screen, biochemical, confirmation dose response (AID 588689); Dengue-2 NS5 methyltransferase capping enzyme assay, biochemical; higher % means a stronger effect; 340,000 tested, 0.3% active; inhibition, % at 25 µM; hits with a dose series show IC50 in µM; in the data active means a potency from the dose series
GPR35 arrestin U2OS = inhibition of zaprinast-stimulated GPR35 beta-arrestin translocation – imaging, U2OS, beta-arrestin-GFP, zaprinast agonist, primary screen (AID 2058). U2OS GPR35 beta-arrestin-GFP translocation imaging, zaprinast antagonism; higher % means a stronger effect. inhibition, % at 10 µM, or IC50 in µM where a hit was titrated. 290,000 tested, 0.052% active;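 active means inhibition of at least 50% with at least 30 cells and total cytoplasm GFP at most 10,000,000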
Large T inhibition = TAg ATPase/helicase activity blockers – biochemical (AID 1903); SV40 large T antigen ATPase/helicase inhibition assay; higher % means a stronger effect; inhibition, % at 20 µM; hits with a dose series show IC50 in µM; 310,000 tested, 0.39% active; in the data active means a potency from the dose series; further: strong numbers were not always called active
GPR55 antagonists = inhibition of LPI-stimulated GPR55 beta-arrestin translocation – imaging, U2OS, beta-arrestin-GFP, LPI agonist, primary screen (AID 2013); 290,000 tested, 0.13% active; U2OS GPR55 beta-arrestin-GFP translocation imaging, LPI antagonism; higher % means a stronger effect; one-dose inhibition, % at 10 µM; IC50 in µM for titrated hits;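 active means spots per cell inhibited over 60%, with over 100 cells counted and total cytoplasm intensity under 500,000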;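 further: U2OS cells stably carrying GPR55 and arrestin-GFP stimulated by 5 µM LPI near EC80; imaged beta-arrestin-GFP aggregate spots per cell after agonist stimulation; plate controls were LPI-stimulated DMSO wells for no effect and DMSO wells without LPI for full effect; some results filed as inactive read as strong as hits; confirmed hits need IC50 under 10 µM and bright autofluorescent wells are also inconclusive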
HIV fusion peptide = cell-free HIV fusion peptide-binding blockers – biochemical, uHTS, fluorescence dequenching, primary screen (AID 1986); cell-free peptide binding, fluorescence dequenching, 30 min; higher % means a stronger effect; inhibition, % at 20 µM, or IC50 in µM where a hit was titrated; 290,000 tested, 0.3% active; in the data active means inhibition mostly above about 52%, no sharp cut-off; inactive means mostly below about 76%; further: some results filed as inactive read as strong as hits
RSV CPE inhibition = RSV antiviral activity via CPE protection, HEp-2 cells, primary 10 µM value included (AID 2391); HEp-2 cells, RSV-induced CPE inhibition; higher % means a stronger effect; 310,000 tested, 0.13% active; one-dose CPE inhibition, % at 10 µM; IC50 in µM for titrated hits; in the data active means a potency from the dose series; further: strong numbers were not always called active
Salmonella PhoP GFP = PhoP-dependent GFP reporter repression – Salmonella Typhimurium, primary screen (AID 1863); S. Typhimurium PhoP-regulated promoter GFP reporter, 4 h; higher % means a stronger effect; 300,000 tested, 0.16% active; inhibition, % at 50 µM, or IC50 in µM where a hit was titrated;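 active means inhibition over 29.93%, a cutoff 3 SD above the screen mean, later confirmed by dose response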;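 further: 0% = low Mg2+ inducing control and 100% = high Mg2+ repressing control; strong numbers were not always called active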
K1F lysis inhibition = protection from phage-mediated lysis, alamar blue read-out – E. coli UTI89, K1F phage, bacterial capsule biogenesis inhibitors (AID 488966) | E. coli UTI89 K1F phage lysis, alamar blue, 2 h; higher % means a stronger effect | inhibition, % at 100 µM; hits with a dose series show IC50 in µM | 340,000 tested, 0.02% active;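 active means phage lysis inhibition, versus mean bacterial control, above a set limit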;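 further: capsule biogenesis inhibitors block K1F phage lysis so surviving cells raise fluorescence; higher fluorescence means more inhibition of phage lysis; actives were called in the ten point dose series up to 300 µM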
MgcRacGAP inhibition = MgcRacGAP GTPase-activating activity inhibitors, confirmation, biochemical, ADP Hunter fluorescence. 340,000 tested, 0.6% active. MgcRacGAP-stimulated Rac1 GTP hydrolysis, ADP Hunter fluorescence; higher % means a stronger effect; GST-tagged Rac1 F28L mutant substrate. one-dose inhibition, % at 30 µM; IC50 in µM for titrated hits;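 active means first-screen hits whose inhibition reached a set limit at any dose in the follow-up dose series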;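 further: fluorescence reports GDP produced by GAP-driven GTP hydrolysis; strong numbers were not always called active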
NS5 inhibitors pilot replicate = second read-out of NS5 inhibitors, no call of its own (marks repeat the call); inhibition, %; measured here: pilot screen replicate inhibition
Numbers without * were called inactive; . = no result given; [ ] = dose if it differs, or a comment.

SMILES	NS5 inhibitors	GPR35 arrestin U2OS	Large T inhibition	GPR55 antagonists	HIV fusion peptide	RSV CPE inhibition	Salmonella PhoP GFP	K1F lysis inhibition	MgcRacGAP inhibition	others
CS(=O)(=O)N(Cc1ccccc1)c1ccc(C(=O)NCCSc2ccccn2)cc1	3%	1%	14%	7%	-3.2%	1.2%	4%	-0.4%	3%
CCOc1ccccc1NC(=O)Nc1ccc(Br)cc1C	-5%	-12%	6%	-6%	0.0%	2.1%	-3%	-0.4%	-1%
Cc1ccc(NC(=O)CNC(=O)COc2ccccc2)nc1	1%	.	4%	.	.	-0.2%	-4%	0.3%[50 µM]	4%
Cc1ccc(C)c(S(=O)(=O)N2CCC3(CC2)OCCN3S(=O)(=O)c2cccs2)c1	1%	.	13%	.	.	4.7%	9%	1.1%[50 µM]	1%
CC(OC(=O)CN1C(=O)c2ccccc2C1=O)C(=O)NCc1ccccc1 (centres undefined)	-3%	3%	9%	8%	1.3%	1.5%	-5%	0.1%	5%
Cc1ccnc(NC(=O)Cn2ccc([N+](=O)[O-])n2)c1	-3%	-3%	3%	-11%	-1.0%	0.1%	6%	1.0%[50 µM]	-1%
O=C(NCC1CCCO1)c1ccc2c(=O)n(Cc3ccc(Cl)cc3)c(=S)[nH]c2c1 (centres undefined)	-3%	4%	20%	14%	-0.9%	0.0%	-5%	0.2%	-2%
COc1ccc(-c2cc(-c3ccccc3)nc3ncnn23)cc1	-1%	2%	7%	20%	-2.0%	1.9%	0%	10%	1%
CC(CNS(=O)(=O)c1ccccc1)(c1ccccc1)N1CCOCC1 (centres undefined)	-2%	-2%	2%	8%	-0.2%	2.0%	1%	0.1%	11%
O=C1Nc2cc(Cl)ccc2Nc2cscc21	-2%	.	14%	.	.	4.0%	.	-0.5%	9%
COC(=O)C1=C(C)N(CC2CCCO2)C(=O)C1 (centres undefined)	-5%	3%	13%	3%	1.3%	-0.1%	7%	0.2%	4%
Cc1ncc(CO)c(/C=N/N=C/c2ccccc2O)c1O	-6%	-11%	7%	8%	1.3%	1.3%	2%	1.8%[50 µM]	6%
Cc1cccc(C)c1N=Cc1c(C(F)(F)F)[nH][nH]c1=O	-2%	13%	25%	3%	-0.8%	2.6%	-3%	0.0%	6%
CCOC(=O)Cc1csc(NC(=O)Cc2ccccc2[N+](=O)[O-])n1	-3%	3%	5%	2%	0.2%	0.3%	-8%	-0.1%	6%
CC(C)n1cc(CN2CCCC(C(=O)Nc3cccc(-c4cc5ccccc5[nH]4)c3)C2)cn1 (centres undefined)	-3%	5%	10%	41%	-1.9%	-2.4%	-9%	1.5%	-3%
O=C(NCc1ccco1)C(=S)N1CCCCC1	-4%	3%	5%	12%	0.9%	0.7%	-8%	1.2%	1%
CCOc1ccc(NC(=O)NCCCSC2CCCCC2)cc1	-2%	15%	27%	22%	-1.6%	0.5%	-11%	-1.6%	0%
C=CCOc1c(Cl)cc(CNc2ccc(C)c(Cl)c2)cc1OC	.	10%	9%	-24%	-1.2%	4.0%	-10%	.	.
CC(Oc1cccc(F)c1)C(=O)/C=C\N(C)C (centres undefined)	-2%	0%	0%	-15%	-0.6%	-1.3%	3%	7.1%	2%
CCN(CC)S(=O)(=O)c1ccc(NC(=O)c2cc(-c3ccccc3)nc3ccccc23)cc1	5%	3%	11%	19%	2.4%	5.6%	6%	0.7%[50 µM]	-10%

Among those listed so far, 3 contain a Cl atom:
SMILES	NS5 inhibitors	GPR35 arrestin U2OS	Large T inhibition	GPR55 antagonists	HIV fusion peptide	RSV CPE inhibition	Salmonella PhoP GFP	K1F lysis inhibition	MgcRacGAP inhibition	others
O=C(NCC1CCCO1)c1ccc2c(=O)n(Cc3ccc(Cl)cc3)c(=S)[nH]c2c1 (centres undefined)	-3%	4%	20%	14%	-0.9%	0.0%	-5%	0.2%	-2%
O=C1Nc2cc(Cl)ccc2Nc2cscc21	-2%	.	14%	.	.	4.0%	.	-0.5%	9%
C=CCOc1c(Cl)cc(CNc2ccc(C)c(Cl)c2)cc1OC	.	10%	9%	-24%	-1.2%	4.0%	-10%	.	.

A section from further up:
SMILES	NS5 inhibitors	GPR35 arrestin U2OS	Large T inhibition	GPR55 antagonists	HIV fusion peptide	RSV CPE inhibition	Salmonella PhoP GFP	K1F lysis inhibition	MgcRacGAP inhibition	others
O=C(NCC1CCCO1)c1ccc2c(=O)n(Cc3ccc(Cl)cc3)c(=S)[nH]c2c1 (centres undefined)	-3%	4%	20%	14%	-0.9%	0.0%	-5%	0.2%	-2%
COc1ccc(-c2cc(-c3ccccc3)nc3ncnn23)cc1	-1%	2%	7%	20%	-2.0%	1.9%	0%	10%	1%
CC(CNS(=O)(=O)c1ccccc1)(c1ccccc1)N1CCOCC1 (centres undefined)	-2%	-2%	2%	8%	-0.2%	2.0%	1%	0.1%	11%

Looked up one by one from above:
SMILES	NS5 inhibitors	GPR35 arrestin U2OS	Large T inhibition	GPR55 antagonists	HIV fusion peptide	RSV CPE inhibition	Salmonella PhoP GFP	K1F lysis inhibition	MgcRacGAP inhibition	others
CC(Oc1cccc(F)c1)C(=O)/C=C\N(C)C (centres undefined)	-2%	0%	0%	-15%	-0.6%	-1.3%	3%	7.1%	2%
CC(CNS(=O)(=O)c1ccccc1)(c1ccccc1)N1CCOCC1 (centres undefined)	-2%	-2%	2%	8%	-0.2%	2.0%	1%	0.1%	11%

Other records
SMILES	NS5 inhibitors	GPR35 arrestin U2OS	Large T inhibition	GPR55 antagonists	HIV fusion peptide	RSV CPE inhibition	Salmonella PhoP GFP	K1F lysis inhibition	MgcRacGAP inhibition	others
CCOC(=O)C1CCN(Cc2ccc(OCc3ccccc3)c(OC)c2)CC1	-4%	5%	9%	21%	1.3%	0.9%	4%	0.1%	16%
Cc1ccc[n+](CC(=O)Nc2c(Cl)cc(Cl)cc2Cl)c1	-6%	11%	6%	10%	-1.0%	1.5%	-4%	0.3%	5%
Nc1cc(=O)[nH]c(SCc2cccc(Cl)c2)n1	-3%	4%	3%	4%	-1.1%	1.4%	9%	-0.6%	9%
CCOC(=O)CN1C(=O)N[C@@H](c2ccccc2)[C@@H](C(=O)OC)[C@H]1C	4%	.	9%	.	.	-0.8%	3%	0.0%	6%
COc1ccccc1NC(=O)C(CC(C)C)NC(=O)C1CCCCC1 (centres undefined)	1%	5%	0%	3%	-0.9%	3.0%	0%	0.0%	8%
NC(=O)c1ccsc1NC(=O)COC(=O)C1CC2CCCC(C1)C2=O (centres undefined)	-1%	-18%	5%	7%	0.4%	1.4%	-7%	0.2%	22%
COc1ccc(-c2[nH]ncc2CN2CCN(c3ccccn3)CC2)c(OC)c1	-2%	10%	.	2%	0.8%	-1.9%	.	-0.1%	1%
Cc1ccc(C2c3[nH]c4ccccc4c3C[C@H]3C(=O)N(c4ccccc4C(=O)N4CCC[C@@H]4C(=O)O)C(=O)N23)cc1 (some centres undefined)	4%	2%	0%	8%	19%	3.2%	6%	-1.4%	-3%
O=C(Cc1c(O)c2ccccc2[nH]c1=O)NCc1ccccc1F	5%	-10%	-2%	11%	-3.4%	3.6%	10%	0.5%	9%
COCCNc1oc(Cc2cccc3ccccc23)nc1C#N	-9%	24%	10%	10%	-1.9%	3.4%	-7%	0.1%	10%	NS5 inhibitors pilot replicate=-5.5
Cc1cc(/C([O-])=C(/C(=S)Nc2ccccc2)[n+]2ccccc2)c(C)n1-c1ccccc1	2%	14%	19%	-13%	2.9%	0.8%	7%	0.6%	0%
CCSc1nc2ccccc2n1C(=O)/C=C\c1ccc(OC)c(OC)c1	1%	-4%	3%	-12%	0.3%	-2.3%	-6%	-3.1%	-5%
COc1ccc(NC(=O)CSc2nncn2C)cc1OC	1%	-5%	12%	2%	0.3%	-0.5%	-2%	-0.2%	12%
COc1cccc(CN2C(=NC(=O)CCC3CCCC3)SC3CS(=O)(=O)CC32)c1 (centres undefined)	-5%	16%	6%	-5%	0.6%	1.9%	12%	4.3%	9%
CCC(C)[C@@H](NC(=O)OC(C)(C)C)c1nnc(S(=O)(=O)Cc2cccc(C)c2)o1 (some centres undefined)	-39%	15%	16%	11%	0.3%	.	7%	0.1%	-5%
COc1ccccc1NC(=O)c1cc(-c2ccc(OC)c(OC)c2)nc2ccccc12	2%	-1%	.	4%	3.3%	.	.	-0.2%	4%
Cc1ccccc1Oc1nc2c(c(=O)n(C)c(=O)n2C)n1C	-5%	-9%	1%	-1%	-0.6%	3.1%	6%	0.0%	8%
CCOc1ccccc1NC(=O)CN(c1ccc(C)cc1)S(=O)(=O)c1c(C)n[nH]c1C	2%	-8%	27%	11%	0.9%	12%	6%	3.6%	1%
O=C(O)c1ccc2c(=O)n3c(nc2c1)/C(=C/c1ccc(OC(F)F)cc1OC(F)F)CC3	1%	9%	8%	-2%	13%	1.5%	1%	-0.1%	11%
Cc1ccc(N2C(=O)C3C4C=CC(CNC(=S)N5CCN(c6ccccc6)CC5)(O4)C3C2=O)cc1 (centres undefined)	-5%	-6%	9%	0%	1.4%	0.3%	-4%	0.0%	17%
CCN(CC)CCNc1nc2c(c(=O)[nH]c(=O)n2C)n1CC(O)COc1ccc(Cl)cc1Cl (centres undefined)	6%	-6%	12%	7%	0.1%	0.4%	-5%	0.4%	13%
COC(=O)CCN(C(=O)C1C2CC3CC(C2)CC1C3)c1ccccn1 (centres undefined)	-1%	0%	1%	2%	0.7%	0.8%	-10%	3.2%	1%
Cc1ccc(S(=O)(=O)CCN2CCN(c3ccccn3)CC2)cc1	-1%	5%	8%	13%	2.1%	1.0%	-7%	0.8%	8%
COCC(C)n1c(SCC(=O)NNC(=O)c2ccccc2)nc2ccccc2c1=O (centres undefined)	0%	-2%	5%	14%	-3.4%	0.9%	-13%	3.2%	7%
CCCc1c(C)c2ccc(OCC(C)=O)cc2oc1=O	1%	8%	14%	5%	-3.7%	7.0%	-8%	0.3%	13%
